Screens deposited in PubChem by several laboratories.
GPR55 LPI antagonism – GPR55 antagonists blocking LPI-driven arrestin recruitment, primary screen, imaging, U2OS, beta-arrestin-GFP, LPI agonist (AID 2013); U2OS GPR55 beta-arrestin-GFP translocation imaging, LPI antagonism; higher % means a stronger effect; inhibition, % at 10 µM, or IC50 in µM where a hit was titrated; 290,000 compounds, 0.13% hits;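 active = spots per cell inhibited over 60%, with over 100 cells counted and total cytoplasm intensity under 500,000; inconclusive = wells with under 100 cells, flagged as likely toxic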;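 also: U2OS cells stably carrying GPR55 and arrestin-GFP stimulated by 5 µM LPI near EC80; imaged beta-arrestin-GFP aggregate spots per cell after agonist stimulation; plate controls were LPI-stimulated DMSO wells for no effect and DMSO wells without LPI for full effect; some results filed as inactive read as strong as hits; confirmed hits need IC50 under 10 µM and bright autofluorescent wells are also inconclusive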
GPR55 beta-arrestin – GPR55 agonists via beta-arrestin recruitment, primary screen, imaging, U2OS cells, beta-arrestin-GFP redistribution (AID 1961). G-protein coupled receptor 55 (Homo sapiens). U2OS GPR55 beta-arrestin-GFP redistribution imaging; higher % means a stronger effect. one-dose activation, % at 10 µM; EC50 in µM for titrated hits. 290,000 compounds, 0.048% hits;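 active = activation above 40% with more than 50 cells counted in the well; inconclusive = wells holding fewer than 50 cells, flagged as toxic or sparse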;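 also: U2OS osteosarcoma cells stably expressing GPR55 and beta-arrestin-GFP; plate controls were DMSO negative control for no effect and LPI positive control for full effect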
Myeloid diff MLP – induction of myeloid progenitor differentiation, primary screen, cell-based, flow cytometry, MLPCN library; ER-HoxA9 myeloid progenitors, lysozyme-GFP differentiation; calls only at 10 µM; 360,000 compounds, 1% hits; AID 624256, 2012;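 active = normalized GFP-positive differentiation at or above the plate's own cutoff, the solvent-only control mean plus 3 SD; inconclusive = no clear call, values can overlap the other calls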;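 also: cells exposed to compound for four days before flow analysis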
HIV fusion peptide – inhibitors of HIV fusion peptide binding, primary screen, biochemical, uHTS, fluorescence dequenching (AID 1986). cell-free peptide binding, fluorescence dequenching, 30 min; higher % means a stronger effect. inhibition, % at 20 µM; hits with a dose series show IC50 in µM. 290,000 compounds, 0.3% hits; in the data active = inhibition mostly above about 52%, no sharp cut-off; inactive = mostly below about 76%; also: some results filed as inactive read as strong as hits
GPR35 arrestin U2OS – GPR35 antagonists blocking zaprinast-driven arrestin recruitment, primary screen, imaging, U2OS, beta-arrestin-GFP, zaprinast agonist (AID 2058); G-protein coupled receptor 35 (Homo sapiens); inhibition, % at 10 µM, or IC50 in µM where a hit was titrated; U2OS GPR35 beta-arrestin-GFP translocation imaging, zaprinast antagonism; higher % means a stronger effect; 290,000 compounds, 0.052% hits;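 active = inhibition of at least 50% with at least 30 cells and total cytoplasm GFP at most 10,000,000; inconclusive = under 30 cells or total GFP of 10,000,000 plus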
KOR beta-arrestin-1 – KOR agonists, beta-arrestin recruitment, primary screen, cell-based, luminescence, uHTS (AID 1777). Kappa-type opioid receptor (Homo sapiens). KOR beta-arrestin recruitment, luminescence; higher % means a stronger effect. activation, % at 10 µM, or EC50 in µM where a hit was titrated. 280,000 compounds, 0.02% hits; in the data active = activation above about 50%, passing the limit was not always enough; also: a part of the inactive calls stands beside numbers as strong as those of hits
KOR beta-arrestin-2 – KOR antagonists, beta-arrestin recruitment, cell-based, luminescence, uHTS (AID 1778) | Kappa-type opioid receptor (Homo sapiens) | KOR beta-arrestin recruitment, luminescence, antagonist mode; higher % means a stronger effect | inhibition, % at 10 µM; hits with a dose series show IC50 in µM | 290,000 compounds, 0.091% hits; also: strong numbers were not always called active
NOD1 NF-kB reporter – NOD1 signaling inhibitors, primary screen, cell-based, luminescence, uHTS (AID 1578). inhibition, % at 4 µM, or EC50 in µM where a hit was titrated. NOD1-driven NF-kB luciferase reporter cells, luminescence; higher % means a stronger effect. 290,000 compounds, 1% hits; in the data active = inhibition mostly above about 36%, no sharp cut-off; inactive = mostly below about 34%;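 also: HEK-293T reporter cells stimulated with the NOD1 agonist gamma-tri-DAP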
NOD2 inhibition – NOD2 signaling inhibitors, cell-based, luminescence, uHTS, HEK293 (AID 1566); HEK293 NOD2/NF-kB luciferase reporter, luminescence; higher % means a stronger effect; inhibition, % at 4 µM; hits with a dose series show EC50 in µM; 290,000 compounds, 0.63% hits; also: many of its hits are not listed in these tables
Myeloid diff MLP GFP+ MAC1+ % – further read-out of Myeloid diff MLP, marked with its call; GFP+ MAC1+ double positive, %; measured here: differentiation confirmed by MAC1 staining
* = called active by the depositor; i = inactive; u = inconclusive; x = not tested or not shown; + = active, no number; [ ] = dose if it differs, or a comment. Rule as the data show it, unless noted: active = inhibition above about 50%; inactive = the rest.

Fields – GPR55 LPI antagonism | GPR55 beta-arrestin | Myeloid diff MLP | Myeloid diff MLP GFP+ MAC1+ % | HIV fusion peptide | GPR35 arrestin U2OS | KOR beta-arrestin-1 | KOR beta-arrestin-2 | NOD1 NF-kB reporter | NOD2 inhibition
O=C(Cn1c(CC(=O)N2CCOCC2)nc2ccccc21)Nc1ccc2c(c1)OC(F)(F)O2
 : 16% | 0.3% | i | 0.6 | 1.1% | -3% | x | x | 13% | -14%
CCO[C@@H]1OC(C(=O)N2CCOCC2)=C[C@H](C2CC2)[C@H]1CCCO
 : -8% | -0.2% | i | 2.0 | -0.6% | -2% | 0.4% | -14% | 8% | 4%
CS(=O)(=O)N1CCc2cc(C(=O)N3CCN(c4ccccc4)CC3)ccc21
 : 7% | -0.1% | i | 1.5 | 2.5% | -1% | 0.7% | 0% | 11% | -2%
CCOC(=O)CC(=O)CSc1nc2c(cc1C#N)CCCCC2
 : -11% | -0.1% | i | 0.7 | -0.8% | -6% | -2.3% | -17% | -81% | -72%
O=C(CCN1C(=O)/C(=C/c2ccccc2)SC1=S)N1CCCCCC1
 : 1% | 0.0% | u | x | 4.8% | -15% | 0.5% | -16% | 24% | 10%
CCCCOC(=O)c1nnc(-c2ccc(Cl)cc2)o1
 : 18% | 0.2% | i | 0.9 | 0.4% | 5% | -2.0% | -7% | -5% | -1%
COc1ccc(C)cc1NC(=O)c1[nH]c(C)c(C(C)=O)c1C
 : -2% | -0.2% | i | 0.8 | -1.0% | -6% | -1.2% | -26% | -12% | 7%
Cc1nn(CC2CC2)c(=O)n1-c1ccc(F)cc1
 : 8% | -0.3% | i | 0.2 | 1.1% | 1% | -2.4% | -24% | -30% | -20%
CC1=CCC2([N+](=O)[O-])CN(CC(=O)O)CC1([N+](=O)[O-])C2 (centres undefined)
 : 1% | 0.1% | i | 0.2 | -2.8% | 7% | 9.6% | -30% | 30% | 11%
COc1cc(-c2nnc(-c3ccco3)o2)ccc1OCc1ccccc1
 : -7% | -0.5% | i | 1.0 | -0.2% | -8% | -6.6% | -12% | -41% | 0%
O=C(O)CCN=Cc1c(O)c2ccccc2oc1=O
 : 0% | 0.5% | i | 0.5 | -1.2% | 8% | -3.7% | -26% | -21% | 14%
COc1ccc2c(c1)cc(C(O)c1ccccn1)n2S(=O)(=O)c1ccccc1 (centres undefined)
 : -4% | -0.5% | i | 0.1 | 3.1% | 6% | 0.9% | -12% | -32% | -12%
Oc1ccccc1N=Cc1c(O)ccc2ccccc12
 : 61% | -0.1% | + | 3.2* | 67%* | 18% | -0.9% | -8% | -3% | 19%
COc1cccc(CNC2CCCC2)c1
 : -2% | -0.2% | i | 7.0 | -1.4% | 10% | -8.1% | 10% | -4% | 2%
COc1ccccc1C1C(C(N)=O)=C(C)Nc2nc(-c3ccccc3Cl)nn21 (centres undefined)
 : -2% | -0.1% | i | 1.4 | -2.1% | 8% | -12% | 27% | -22% | 8%
Cc1cc(=O)n2c(c1C#N)SC1CCCCC12O (centres undefined)
 : 7% | -0.2% | i | 6.5 | -2.8% | 16% | -5.3% | 10% | 4% | -1%
COc1ccc(N2CCN(Cc3nc4sc(C)c(C)c4c(=O)[nH]3)CC2)cc1
 : -7% | -0.1% | x | x | 1.1% | -19% | -2.9% | -8%[20 µM] | -19% | 16%
NNC(=O)CN1CCN(c2ncc(C(F)(F)F)cc2Cl)CC1
 : 14% | 0.6% | x | x | 0.5% | -4% | 1.2% | -3% | -24% | 13%
CCN1CCCC1CNC(=O)C1CCN(Cc2nc(-c3cccc(Br)c3)oc2C)CC1 (centres undefined)
 : 19% | 0.0% | i | 0.5 | 1.6% | -4% | 3.5% | -20% | -192% | 3%
CCC1S/C(=C(\C#N)C(N)=O)N(c2ccc(F)cc2)C1=O (centres undefined)
 : 4% | -0.2% | i | 1.0 | -1.6% | -4% | 5.6% | -4% | -3% | -7%

Reprinted at random: three entries already listed, in no set order.
Fields – GPR55 LPI antagonism | GPR55 beta-arrestin | Myeloid diff MLP | Myeloid diff MLP GFP+ MAC1+ % | HIV fusion peptide | GPR35 arrestin U2OS | KOR beta-arrestin-1 | KOR beta-arrestin-2 | NOD1 NF-kB reporter | NOD2 inhibition
CCOC(=O)CC(=O)CSc1nc2c(cc1C#N)CCCCC2
 : -11% | -0.1% | i | 0.7 | -0.8% | -6% | -2.3% | -17% | -81% | -72%
COc1ccccc1C1C(C(N)=O)=C(C)Nc2nc(-c3ccccc3Cl)nn21 (centres undefined)
 : -2% | -0.1% | i | 1.4 | -2.1% | 8% | -12% | 27% | -22% | 8%
Cc1nn(CC2CC2)c(=O)n1-c1ccc(F)cc1
 : 8% | -0.3% | i | 0.2 | 1.1% | 1% | -2.4% | -24% | -30% | -20%

Continuation:
Fields – GPR55 LPI antagonism | GPR55 beta-arrestin | Myeloid diff MLP | Myeloid diff MLP GFP+ MAC1+ % | HIV fusion peptide | GPR35 arrestin U2OS | KOR beta-arrestin-1 | KOR beta-arrestin-2 | NOD1 NF-kB reporter | NOD2 inhibition
CCN(CC)S(=O)(=O)c1ccc(N2CCOCC2)c(NC(=O)c2cnccn2)c1
 : -6% | -0.3% | i | 1.9 | 0.4% | -8% | 9.5% | -18% | 0% | 18%
Cc1cnn(CCC(=O)NNC(=S)Nc2cccc(Cl)c2)c1
 : 19% | 0.3% | i | 4.6 | -3.9% | -6% | 0.3% | 4% | 12% | 15%
CC1=Nc2cc(C(=O)O)ccc2Sc2c(C)ccc(C)c21
 : 14% | -0.6% | i | 0.6 | 12% | 6% | -1.5% | 0% | -27% | 7%
Cc1cc(/C=C(\C#N)C(=O)O)c(C)n1C1CC1
 : 1% | -0.8% | i | 0.5 | 3.9% | -7% | 3.0% | -16% | -20% | -3%
O=C1Cc2cc(S(=O)(=O)Nc3cccc([N+](=O)[O-])c3)cc3c2N1CCC3
 : 0% | -0.2% | i | 1.1 | 0.2% | 30% | -7.2% | -12% | -1% | 1%
O=c1[nH][nH]c(C(F)(F)F)c1C=NCc1ccccc1Cl
 : 15% | -0.1% | i | 0.6 | -1.8% | 4% | -6.6% | 15% | 6% | 19%
COc1ccc(-c2ccc(N(C)C)cc2)cc1[C@H]1[C@@H]2C=CCC[C@@]2(C)C(=O)N1Cc1ccccc1
 : 22% | -0.1% | i | 2.4 | 0.0% | -18% | 4.9% | 10% | -8% | -4%
Cc1ccc(C(=O)OC(C)C(=O)NC2CCCCC2C)cc1S(=O)(=O)N1CCCCC1 (centres undefined)
 : 8% | -0.1% | i | 0.0 | 0.9% | -12% | -0.4% | 8% | -6% | 8%
CNC(=O)c1ccccc1NC(=O)c1c(O)c2c([nH]c1=O)CCCC2
 : 13% | -0.1% | i | 2.2 | 1.6% | -3% | -1.4% | 22% | -32% | -12%
O=C(NC1CCCC1)C(=O)N(Cc1cccnc1)C(C(=O)NCC1CCCO1)c1ccco1 (centres undefined)
 : -2% | 0.5% | i | 0.5 | 1.3% | 13% | x | 13%[20 µM] | -18% | 0%
COc1ccc(CN2CCN(CCSc3ccc(C)cc3)CC2)c(OC)c1OC
 : 15% | -0.3% | i | 0.4 | 2.3% | 2% | 3.0% | -18%[20 µM] | -14% | 3%
O=C(CN(C(=O)CNC(=O)c1cccs1)c1ccccc1F)NC1CCCC1
 : -6% | 0.6% | i | 0.6 | 0.4% | 2% | 2.0% | -29% | -1% | -6%
Cc1c2cnn(CC(=O)NCCN3CCOCC3)c(=O)c2c(C)n1Cc1ccc(F)cc1
 : -5% | 0.5% | i | 2.4 | 0.4% | 2% | -3.3% | 5%[20 µM] | 1% | 21%
O=C(O)/C=C/C(=O)Nc1ccc(OCc2ccccc2)cc1
 : 7% | -0.1% | i | 0.5 | 0.7% | 9% | 1.6% | 8% | -8% | 8%
CCCCn1c(SCC(=O)OCC)nnc1-c1ccoc1C
 : 8% | -0.2% | i | 1.1 | 4.1% | 10% | 1.1% | -18% | 5% | 13%
COc1ccc(NC(=O)C23CCC(C2)C(C)(C)C3=O)cc1 (centres undefined)
 : 9% | -0.3% | i | 1.1 | -1.9% | -5% | -1.5% | 17% | -20% | -2%
CCc1ccc(/C=N/Nc2nn[nH]n2)cc1
 : 1% | -0.4% | i | 0.9 | 1.8% | -7% | 3.2% | -12% | -6% | 12%
Cc1ccc(-n2c(SCC(=O)O)nc3c(sc(=S)n3-c3ccc(C)c(C)c3)c2=O)cc1
 : 7% | 0.0% | i | 0.7 | 9.7% | 3% | 0.4% | -48% | -11% | 28%
CC(=O)Nc1ccc(NC(=O)COc2ccc3c(c2)CCC3)cc1
 : -9% | 0.1% | i | 0.5 | -0.4% | 8% | 0.2% | -14% | -16% | 5%
CN(CC(=O)Nc1ccc2c(c1)OCCO2)S(=O)(=O)c1ccc(Br)s1
 : 3% | -0.2% | i | 0.0 | -1.3% | -1% | -7.5% | -11% | 0% | 11%
CN1CCCN(Cc2nc(-c3ccc(Cl)cc3)no2)CC1
 : 3% | 0.2% | i | 0.3 | -0.6% | 5% | -1.9% | -15% | -45% | -35%
CCc1nnc(NC(=O)CSc2nnc(-c3ccco3)o2)s1
 : -8% | -0.3% | i | 0.2 | 1.4% | 2% | -4.2% | 2% | -19% | 2%
COc1ccc(N2CCN(C(=O)CSc3nnc(Cn4nnc5ccccc54)n3C)CC2)cc1
 : -2% | -0.1% | i | 5.9 | -2.4% | 19% | -2.7% | 21% | -11% | 21%
COc1cc(CC(=O)OCC(=O)N2CCCCC2)cc(OC)c1OC
 : 3% | -0.1% | i | 0.4 | 0.1% | -9% | -2.4% | -27% | -8% | 4%
Cc1cc(=O)c2ccccc2s1
 : -10% | -0.1% | i | 0.7 | -1.3% | -11% | 14% | -5% | 28% | 8%
O=C(CN1CCCC1)Nc1ccc(F)c(Cl)c1
 : -5% | -0.2% | i | 0.4 | 0.5% | -1% | -1.9% | 0% | -59% | -7%
COc1ccc(C(=O)NCCNC(=O)c2cc(OCC(F)(F)F)ccc2OCC(F)(F)F)cc1
 : -5% | 0.5% | i | 1.3 | 1.1% | -6% | -0.9% | -9% | -24% | -14%
O=C(Nc1ccccn1)c1ccc(Br)s1
 : -8% | 1.0% | i | 0.8 | 1.1% | -2% | -0.3% | 11%[20 µM] | -42% | -29%
CCc1noc(C)c1C(=O)Nc1nc(-c2cc(C)ccc2C)c(C)s1
 : 26% | -0.1% | i | 2.5 | -2.5% | 14% | -0.2% | 14% | 8% | -4%

The list is partial; the hit share may differ from the screen's.
